# KCNQ1 inh – human KCNQ1 channel inhibition. P51787. CHO-K1 KCNQ1, FluxOR thallium flux fluorescence; stronger effect = higher value. B-score at 10 µM. actives 1.3% (n = 310,000);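 active = compounds whose thallium flux B-score, printed positive for inhibition, exceeds three library SD while starting fluorescence stays within three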;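 note: channel opened by potassium depolarization with thallium stimulus after 20 min compound exposure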
# TRPC4 agonist – opens the mouse TRPC4 cation channel; Q9QUQ5; HEK293 TRPC4beta/mu-opioid, Fluo4 calcium fluorescence; stronger effect = higher value; B-score at 10 µM; actives 0.49% (n = 310,000);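 active = B-score above 5 SD of library B-scores, and initial fluorescence ratio not above library mean plus 5 SD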;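 note: positive B-score marks a calcium rise read as TRPC4 activation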
#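 System: HEK293 cells stably co-expressing mouse TRPC4beta and mu-opioid receptor; Schedule: Fluo4 dye loading 45 min at room temperature, 110 s recording; Detection: Fluo4 fluorescence, kinetic; Evaluation: B-scored integrated calcium fluorescence ratio; Controls: buffer (low) and maximal DAMGO (high).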
# HDAC3 inh – human HDAC3 inhibition; actives 0.15% (n = 320,000); AID 2718; inhibition, % at 8.3 µM; recombinant HDAC3, fluorogenic peptide/trypsin coupled, fluorescence; O15379; in the data active = inhibition above about 26%, passing the limit was not always enough
# TMEM16A act – activators or potentiators of mouse TMEM16A chloride channel | Q8BHY3 | HEK293 TMEM16A/YFP-H148Q/I152L, iodide quench fluorescence; stronger effect = lower value | B-score at 10 µM | actives 0.3% (n = 340,000);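 active = fluorescence-ratio B-score plate-corrected deviation score at least 3 library SD below zero, with starting fluorescence score within 5 deviations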;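 note: channel opened by trigger with iodide after compound preincubation; score built on the fluorescence ratio of max minus min over baseline; more negative score means more quench and so TMEM16A activation or potentiation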
# Target sequence (Q8BHY3 whole entry, looked up): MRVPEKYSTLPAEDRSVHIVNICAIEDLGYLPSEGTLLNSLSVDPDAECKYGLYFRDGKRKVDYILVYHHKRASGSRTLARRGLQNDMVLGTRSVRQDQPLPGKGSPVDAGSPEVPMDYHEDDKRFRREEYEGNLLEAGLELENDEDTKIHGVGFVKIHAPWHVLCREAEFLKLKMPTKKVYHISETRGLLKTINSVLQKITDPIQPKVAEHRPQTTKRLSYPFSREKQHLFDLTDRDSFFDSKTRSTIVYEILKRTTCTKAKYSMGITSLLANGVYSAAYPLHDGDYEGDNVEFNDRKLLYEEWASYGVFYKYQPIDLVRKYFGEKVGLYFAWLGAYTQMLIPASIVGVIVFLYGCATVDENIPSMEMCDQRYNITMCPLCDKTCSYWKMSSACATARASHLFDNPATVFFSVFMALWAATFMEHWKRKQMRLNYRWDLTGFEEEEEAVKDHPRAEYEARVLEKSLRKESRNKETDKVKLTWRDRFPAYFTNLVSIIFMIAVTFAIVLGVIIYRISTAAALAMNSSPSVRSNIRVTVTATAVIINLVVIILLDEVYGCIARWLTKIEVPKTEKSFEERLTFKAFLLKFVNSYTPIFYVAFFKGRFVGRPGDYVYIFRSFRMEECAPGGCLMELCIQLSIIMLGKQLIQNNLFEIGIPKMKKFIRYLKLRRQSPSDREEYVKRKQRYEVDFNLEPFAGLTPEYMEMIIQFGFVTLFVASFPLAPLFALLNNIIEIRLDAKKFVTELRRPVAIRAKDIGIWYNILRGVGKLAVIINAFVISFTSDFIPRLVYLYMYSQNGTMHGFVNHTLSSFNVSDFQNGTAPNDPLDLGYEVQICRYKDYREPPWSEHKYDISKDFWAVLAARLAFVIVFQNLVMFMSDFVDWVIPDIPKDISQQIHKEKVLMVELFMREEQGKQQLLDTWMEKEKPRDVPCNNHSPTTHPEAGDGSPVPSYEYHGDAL
# ANO1 block – blocks the mouse calcium-activated chloride channel TMEM16A. Q8BHY3. HEK293 TMEM16A/YFP iodide influx fluorescence, ionomycin. normalized B-score (activity score, 25-100; higher = stronger inhibition) at 10 µM. actives 1.2% (n = 310,000);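 active = ratio plate-corrected score three or more library SD toward inhibition, starting fluorescence score within five deviations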;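 note: score derived from kinetic fluorescence span divided by baseline fluorescence per well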
# KCNQ1 pot – potentiates or activates the human KCNQ1 potassium channel. CHO-K1 KCNQ1, thallium flux FluxOR fluorescence; stronger effect = higher value. B-score at 10 µM. actives 0.35% (n = 310,000). AID 2648;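 active = fluorescence ratio B-score, a plate-corrected score, at least three library SD, with initial intensity B-score within 5 SD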
#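 Assay system: stable KCNQ1 CHO-K1 line; medium: assay buffer, equal DMSO in all wells; timing: 90 min dye loading and 20 min compound exposure, both at room temperature; technique: kinetic FluxOR thallium fluorescence, 10-s 1-Hz baseline, 110-s post-stimulus read; read-out basis: B score of baseline-normalized fluorescence ratio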
# KCNK3 block – human KCNK3 channel inhibition, primary screen; CHO-KCNK3 thallium flux, FluxOR fluorescence; stronger effect = lower value; B-score at 10 µM; actives 0.84% (n = 340,000); AID 602410;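 active = B-score under library mean minus 4 SD, starting fluorescence ratio at most library mean plus 5 SD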;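 note: more negative B-score means stronger inhibition of thallium flux through KCNK3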
# hERG protect – compounds protecting human hERG from proarrhythmic drug block | CHO-hERG, FluxOR thallium flux, dofetilide IC70 present | actives 0.51% (n = 310,000) | activation (rescue from dofetilide block), less the hit threshold, % at 10 µM | Q12809;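 active = activation above the mean of controls blocked by dofetilide plus 5 SD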;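 note: thallium influx through hERG after potassium depolarization seen as dye fluorescence rise; in these data hits start at about 4.7%; inactives centre near -7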
# KCNK9 inh – human KCNK9 channel inhibition. Q9NPC2. B-score at 10 µM. HEK293 KCNK9, FluxOR thallium flux fluorescence; stronger effect = lower value. actives 1.2% (n = 310,000);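 active = ratio B-score over 3 SD below the library mean, with starting fluorescence within 5 SD of its mean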;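 note: negative B-score means less thallium flux so channel inhibition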
# DYRK1A inh – Dyrk1A (rat) kinase inhibition. ADP-Glo luminescence, NFATc1 peptide. actives 0.43% (n = 310,000). inhibition, % at 12.5 µM; in the data active = inhibition above about 50%;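 note: plate controls were vehicle with enzyme for no effect and no enzyme for full effect; many of its hits are not listed in these tables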
# TRPC4 potent – allosterically enhances the mouse TRPC4 cation channel | HEK293 TRPC4beta/mu-opioid, DAMGO EC20, Fluo-4 Ca2+ flux; stronger effect = higher value | Q9QUQ5 | actives 0.42% (n = 310,000) | B-score at 10 µM;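 active = B-score of calcium response area above 5 SD of library B-scores, with initial fluorescence ratio within 5 SD of library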;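 note: B-score of integrated fluorescence ratio over time as area under calcium response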
# * = called active by the depositor; i = inactive; . = not tested or not shown. Not all compounds are listed. The share of hits here may be higher or lower than overall.
# Results follow in this order: KCNQ1 inh, TRPC4 agonist, HDAC3 inh, TMEM16A act, ANO1 block, KCNQ1 pot, KCNK3 block, hERG protect, KCNK9 inh, DYRK1A inh, TRPC4 potent
> O=C(Nc1nc2ccccc2[nH]1)c1ccc(Br)o1
→ i, i, 14, i, i, i, i, -11, i, 4, i
> CCOc1ccc(OCC(=O)Nc2ccc(S(N)(=O)=O)cc2)cc1
→ i, i, 4, i, i, i, i, -10, i, -1, i
> O=S(=O)(c1ccc(F)cc1)N1CCN(c2ccc(-c3ccccc3)nn2)CC1
→ i, i, 3, i, i, i, i, -8, i, -5, i
> CCC(=O)OC1(C#CCOc2ccc(OC)cc2)CCN(C)CC1
→ i, i, 5, i, i, i, i, -16, i, 8, i
> NS(=O)(=O)c1cccc(NC(=O)CSc2nnc(C3CC3)n2Cc2ccccc2)c1
→ i, i, 0, i, i, i, i, -14, i, 10, i
> CCCCOC(=O)N/N=C/C=C/c1ccccc1
→ i, i, -6, i, i, i, i, -3, i, 14, i
> COc1ccc(CCN2C(=O)c3ccccc3NC2c2cc(Cl)c(O)c(OC)c2)cc1 (stereo not drawn)
→ i, i, -1, i, i, i, i, -10, i, -1, i
> Cc1cc(C)n(-c2ccc([N+](=O)[O-])cc2-c2nn[nH]n2)n1
→ i, i, -2, i, i, i, i, -3, i, 2, i
> Cc1ccccc1OCC(=O)NC1=NCCS1
→ i, i, -4, i, i, i, i, -8, i, -1, i
> COc1ccc(CN2CCCC(C(=O)N3CCCC3)C2)c(OC)c1 (stereo not drawn)
→ i, i, -5, ., i, i, i, -1, i, 0, i
> CC(C)Nc1nc(-c2ccccc2)nc(-n2ccnc2)n1
→ i, i, 0, i, i, i, i, -5, i, -5, i
> O=C(c1cccc(F)c1)N1CCN(c2ccc([N+](=O)[O-])c(N3CCOCC3)c2)CC1
→ i, i, 10, i, i, i, i, -7, i, -2, i
> COc1ccc(Cc2nc(-c3cccnc3)no2)cc1OC
→ i, i, -7, i, i, i, i, -9, i, -5, i
> c1ccc(Cc2nn3c(-c4ccncc4)nnc3s2)cc1
→ i, i, -6, i, i, i, i, -1, i, 7, i
> CCCS(=O)(=O)n1nc(-c2ccc(C)cc2)cc1N
→ i, i, -3, i, i, i, i, -10, i, 1, i
> CCCC(=O)N1CCN(c2nnc(-c3ccccc3)c3ccccc23)CC1
→ i, i, -2, i, i, i, i, -7, i, -3, i
> O=C(COc1ccc(Cl)cc1Cl)Nc1ccc(C(=O)Nc2ccccc2C(=O)O)cc1
→ i, i, -3, i, i, i, i, -10, i, 4, i
> CC(=O)N1CCc2cc(Br)cc(S(=O)(=O)NCCCN3CCCC(C)C3)c21 (stereo not drawn)
→ i, i, 2, i, i, i, i, -6, i, 0, i
> COc1ccc(CN2CC[C@H]3C=CC[C@@H](C(=O)NCCc4ccccc4)[C@H]3C2=O)cc1OC
→ i, i, 0, i, i, i, i, 1, i, 7, i
> O=C(c1ccc(S(=O)(=O)N2CCOCC2)cc1)N(Cc1ccco1)Cc1cccs1
→ i, i, 2, i, i, i, i, -10, i, 1, i
> O=C(NC1=NCCS1)c1cccc(S(=O)(=O)N2CCc3ccccc32)c1
→ i, i, 5, i, i, i, i, -5, i, -4, i
> COc1cccc(C2SCC(=O)N2c2ccc(Cl)cc2)c1OC (stereo not drawn)
→ i, i, 0, i, i, i, i, -12, i, 9, i
> CCN(CC(=O)Nc1ccccc1C(F)(F)F)C(=O)c1ccc(=O)n(Cc2ccccc2)n1
→ i, i, 0, i, i, i, i, -13, i, 2, i
> C=CCn1c(CNC(=O)c2cccs2)nnc1SCC(=O)Nc1ccc(C(=O)O)cc1
→ i, i, 3, i, i, i, i, -3, i, 2, i
> Cc1onc(-c2c(F)cccc2Cl)c1C(=O)Nc1sc2c(c1C(N)=O)CCC2
→ i, i, 11, i, i, i, i, -14, i, -2, i
> Cc1onc(-c2ccccc2)c1C(=O)N1CCOC12CCN(c1cccc(F)n1)CC2
→ i, i, 2, i, i, i, i, -13, i, 0, i
> CCN1CCN(c2nc3ccccn3c(=O)c2C=O)CC1
→ i, i, 6, i, i, i, i, -11, i, 6, i
> Cc1cccc2[nH]c(CN(C)C(=O)C3CCC(=O)N(CCc4ccccc4)C3)nc12 (stereo not drawn)
→ i, i, -1, i, i, i, i, -3, i, -11, i
> COCCNC(=O)CCn1nc(-c2ccc(Cl)cc2)ccc1=O
→ i, i, -15, i, i, i, i, -2, i, -2, i
> O=C(NCCS(=O)(=O)N1CCN(c2ccccc2F)CC1)c1cccc(Br)c1
→ i, i, -1, i, i, i, i, -4, i, -3, i
> Cc1ccccc1-c1nsc(SCC(=O)c2ccc(Cl)cc2)n1
→ i, i, 3, i, i, i, i, -7, i, -5, i
> COc1ccc(F)cc1S(=O)(=O)Nc1cc2c3c(c1)CCC(=O)N3CCC2
→ i, i, -2, i, i, i, i, -11, i, 11, i
> Cc1cc(C)cc(C(=O)N[C@@H](C)C(=O)N2CCC3(CC2)NCCc2[nH]cnc23)c1
→ i, i, -3, i, i, i, i, -7, i, 2, i
> Cc1c(NC(=O)c2cc3c(s2)-c2ccccc2OC3)cccc1[N+](=O)[O-]
→ i, i, -1, i, i, i, i, -3, i, 0, i
> Cc1ccc(C2=NCCn3c2c2ccc([N+](=O)[O-])cc2[n+]3[O-])cc1
→ i, i, 4, i, i, i, i, -10, i, 11, i
> CC(=O)Nc1ccc(S(=O)(=O)N(C)CC(=O)OCC(=O)NNC(=O)c2ccccc2F)cc1
→ i, i, -1, i, i, i, i, -7, i, 0, i
> Cc1cc(C)cc(NC(=O)CSc2nc3ccccc3nc2N2CCCCC2)c1
→ 6*, i, -7, i, i, i, i, -9, i, -2, i
> COc1cc(Cl)c(C)cc1NC(=O)CC1CCCC1
→ i, i, 7, i, i, i, i, -9, i, -3, i
> CCN(CC(=O)Nc1cccc(F)c1)Cc1nc2ccccc2c(=O)[nH]1
→ i, i, -4, i, i, i, i, -22, i, ., i
> CCn1cc(CCC(=O)NC(C)c2ccccc2)c2ccccc21 (stereo not drawn)
→ i, i, 2, i, i, i, i, -4, i, 0, i
> Cc1ccc(NC(=O)CC(=O)NCCN2CCOCC2)cc1
→ i, i, -55, i, i, i, i, -1, i, 2, i
> COc1ccc(CCNC(=S)NC2CCN(Cc3ccccc3)CC2)cc1
→ i, i, 3, i, i, i, i, -9, i, -2, i
> Cc1ccc(S(=O)(=O)N(C)C)cc1NC(=S)N1CCCCC1CO (stereo not drawn)
→ i, i, 1, i, i, i, i, -1, i, -4, i
> CSC1=NCCN1S(=O)(=O)c1ccc(NC(C)=O)cc1
→ i, i, -1, i, i, i, i, -1, i, -1, i
> O=C(Nc1ccc(Cl)c(C(F)(F)F)c1)[C@@H]1CC=C[C@@H]2CCN(C3CCCCC3)C(=O)[C@@H]21
→ i, i, -4, i, i, i, i, -9, i, 9, i
> O=C(Cc1cccs1)N1CCN(c2ccc([N+](=O)[O-])cc2)CC1
→ i, i, 4, i, i, i, i, -9, i, 4, i
> Clc1ccc(/C=N/Nc2nc(Cl)nc3ccccc23)cc1
→ i, i, 3, i, i, i, i, -13, i, 2, i
> FC(F)(F)c1ccncc1-c1nnnn1-c1ccc(Cl)cc1
→ i, i, -2, i, i, i, i, 0, i, -4, i
> CSCCC(NS(=O)(=O)c1ccc(Cl)cc1)C(=O)OCC(=O)c1c(C)[nH]c2ccccc12 (stereo not drawn)
→ i, i, ., i, i, i, i, -19, i, 1, i
> COc1ccc(N2CCN(C(=O)CN3CCN(C(c4ccccc4)c4ccccc4)CC3)CC2)cc1
→ i, i, -4, i, i, i, i, -12, i, ., i

# Following part.
# Results follow in this order: KCNQ1 inh, TRPC4 agonist, HDAC3 inh, TMEM16A act, ANO1 block, KCNQ1 pot, KCNK3 block, hERG protect, KCNK9 inh, DYRK1A inh, TRPC4 potent
> Cc1ccc([N+](=O)[O-])cc1S(=O)(=O)Nc1ccc(N2CCOCC2)cc1
→ i, i, 2, i, i, i, i, -1, i, -1, i
> O=C(NCC1CCCO1)C1CCN(c2ccc(S(=O)(=O)N3CCCC3)cc2)CC1 (stereo not drawn)
→ i, i, ., i, i, i, i, -11, i, 0, i
> O=C(N/N=C/c1cccc(C(F)(F)F)c1)c1ccc(O)cc1
→ i, i, 2, i, i, i, i, -18, i, 1, i
> CC1CCN(CCOCCOc2ccccc2-c2ccccc2)CC1
→ i, i, -3, i, i, i, i, -11, i, 3, i
> COC(=O)c1nn(-c2ccccc2)c(Sc2ccccc2)c1/C=N/O
→ i, i, -3, i, i, i, i, -2, i, -2, i
> CCOC(=O)C1(Cc2cccc(F)c2)CCN(C(=O)c2ccoc2C)CC1
→ i, i, 5, i, i, i, i, -2, i, -2, i
> Cn1c(=O)oc2cc(S(=O)(=O)N3CCc4ccccc43)ccc21
→ i, i, -1, i, i, i, i, -9, i, -8, i
> COc1ccc(-c2cccc(NC(=O)c3ccc4c(c3)OCO4)c2)nn1
→ i, i, -1, i, i, i, i, -8, i, -5, i
> Cc1c(Cl)cccc1NC(=S)NC1CCN(C(C)C)CC1
→ i, i, -5, i, i, i, i, -7, i, 0, i
> O=C(CN(C(=O)Cn1nnc(-c2ccccc2F)n1)c1cnc2ccccc2c1)NCC1CCCO1 (stereo not drawn)
→ i, i, 2, i, i, i, i, -10, i, -5, i
> COc1ccc(CCNC(=O)CCC(=O)n2ncc3ccc(Cl)cc32)cc1OC
→ i, i, ., i, i, i, i, -7, i, 14, i
> CCn1nc(NC(=O)c2ccncc2)c2cc3ccccc3nc21
→ i, i, 2, i, i, i, i, -12, i, 3, i
> COC(=O)c1ccc(N2C(=O)c3cc(N4CCOCC4)c([N+](=O)[O-])cc3C2=O)cc1
→ i, i, 4, i, i, i, i, -5, i, 1, i
> CCOc1ccc(C(=O)Nc2cccc3ncccc23)cc1Br
→ i, i, 0, i, i, i, i, -12, i, -2, i
> CC(C)N1CCC(N2CCN(CCCc3ccccc3)CC2CCO)CC1 (stereo not drawn)
→ i, i, -3, i, i, i, i, -7, i, -2, i
> Cn1c(=O)[nH]c(=O)c2c1nc(N/N=C/C(Br)=C/c1ccccc1)n2CCO
→ i, i, ., i, i, i, i, -9, i, 7, i
> N#CC1=C(Nc2ccccc2Cl)SC(c2ccccc2O)NC1=O (stereo not drawn)
→ i, i, 3, i, i, i, i, -3, i, 11, i
> COC(=O)c1cc(-c2ccc(NC(C)=O)cc2)nc2ccccc12
→ i, i, -22, i, i, i, i, -21, i, 9, i
> CN(c1ccccc1C(=O)O)S(=O)(=O)c1ccc2[nH]c(=O)[nH]c2c1
→ i, i, -2, i, i, i, i, 0, i, 4, i
